Apaf-1 inh: human Apaf-1 inhibition. AID 489030. inhibition, % at 20 µM. 330,000 compounds, 0.71% hits. reconstituted apoptosome caspase-3 activity, DEVD-Rh110 fluorescence. O14727; active = inhibition of at least 40% at 20 µM;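 note: plate controls were DMSO wells for no effect and DEVD-CHO caspase inhibitor wells for full effect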
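Material: reconstituted apoptosome with Apaf-1, cytochrome c, caspase-9, procaspase-3, dATP; medium: pH 7.5 Hepes buffer with CHAPS, BSA, DTT; also added: cytochrome c and DEVD-Rh110 substrate; timing: 30 min plus 50 min, RT; signal: Rh110 fluorescence intensity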
Gli-Sufu block: antagonists of Gli-Sufu signaling | Sufu-KO-LIGHT fibroblasts, Gli luciferase reporter luminescence | inhibition, % at 5 µM | 340,000 compounds, 0.74% hits | AID 588413;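 active = inhibition above about 55%, limit read from the data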;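 note: 0% = DMSO-treated cells and 100% = wells with medium but no cells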
697 NFkB inh: lowers PMA/ionomycin-induced NF-kB signal in 697 B cells; 330,000 compounds, 0.33% hits; 697 B-cell NF-kB luciferase reporter, 16 h; inhibition, % at 4 µM; in the data active = inhibition above about 35%
Jurkat NFkB inh: lowers PMA/ionomycin-induced NF-kB signal in Jurkat cells; 330,000 compounds, 0.53% hits; PMA/ionomycin-induced NF-kB luciferase reporter, luminescence; inhibition, % at 4 µM
HKDC1 inh: HKDC1 (human) hexokinase inhibition; 340,000 compounds, 0.16% hits; inhibition, % at 20 µM; Q2TB90; AID 493160; recombinant HKDC1, G6PDH/diaphorase resazurin coupled fluorescence;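 active = inhibition above about 35% when tested at 20 µM, limit read from the data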;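 note: plate controls were DMSO wells with enzyme for no effect and DMSO wells lacking enzyme for full effect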
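Test system: HK5 enzyme. Quantity: 5 µg/mL HK5 final. Reagent: glucose and ATP substrates. Schedule: 90 min reaction incubation at room temperature, dark. Technique: resazurin-to-resorufin fluorescence via G6PDH and diaphorase coupling, 525/613 nm. Control set: DMSO wells with and without enzyme mix.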
SENP7 block: SENP7 protease inhibition. Q9BQF6. recombinant SENP7, Z-RLRGG-aminoluciferin luminescence, 40 min. inhibition, % at 5 µM. 330,000 compounds, 1.5% hits. AID 434973;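 active = inhibition above about 50% at the single test dose, limit read from the data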;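 note: plate controls were DMSO with enzyme for no effect and no enzyme buffer wells for full effect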
Target sequence (Q9BQF6 706-1050 limits assumed): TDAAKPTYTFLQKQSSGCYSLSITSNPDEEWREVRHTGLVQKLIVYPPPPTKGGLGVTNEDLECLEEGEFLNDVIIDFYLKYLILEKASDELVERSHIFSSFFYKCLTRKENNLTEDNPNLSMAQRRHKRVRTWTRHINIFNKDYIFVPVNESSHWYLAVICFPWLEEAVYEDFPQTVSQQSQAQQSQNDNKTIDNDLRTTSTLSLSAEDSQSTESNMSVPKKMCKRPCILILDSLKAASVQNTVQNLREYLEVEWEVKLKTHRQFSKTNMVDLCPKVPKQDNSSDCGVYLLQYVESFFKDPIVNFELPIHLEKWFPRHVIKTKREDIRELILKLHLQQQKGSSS
SENP8 block: inhibitors of human SENP8 protease; Q96LD8; purified SENP8, Z-RLRGG-aminoluciferin cleavage, luminescence; inhibition, % at 10 µM; 330,000 compounds, 1.2% hits; AID 2540
Target sequence (Q96LD8 whole entry, looked up): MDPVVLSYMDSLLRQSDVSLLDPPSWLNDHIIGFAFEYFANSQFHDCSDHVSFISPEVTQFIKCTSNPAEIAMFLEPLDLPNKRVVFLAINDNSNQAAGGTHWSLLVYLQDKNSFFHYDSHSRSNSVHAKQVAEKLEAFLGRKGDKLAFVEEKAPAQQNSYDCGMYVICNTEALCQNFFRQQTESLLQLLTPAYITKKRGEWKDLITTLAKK
UBC13 inh: inhibitors of human UBC13 polyubiquitin chain formation; P61088; TR-FRET; inhibition, % at 20 µM; 330,000 compounds, 0.47% hits; in the data active = inhibition above about 45%, passing the limit was not always enough; inconclusive = no clear call, values can overlap the other calls
Target sequence (P61088 whole entry, looked up): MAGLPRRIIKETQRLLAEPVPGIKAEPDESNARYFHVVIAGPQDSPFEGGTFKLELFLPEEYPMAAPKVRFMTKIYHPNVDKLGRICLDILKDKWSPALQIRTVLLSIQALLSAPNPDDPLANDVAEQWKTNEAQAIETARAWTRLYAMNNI
* marks the source's active call; other numbers are inactive results; ? = inconclusive; nt = no result given. Cut-off read from the data, not from the text of the source, unless noted: active = inhibition above about 50%; inactive = the rest.

(1) CCNC(=O)/N=C1/NC(=O)C(C(C)C)O1 (stereo not given)
(2) CCOc1cc(C(=O)N(C)c2ccccc2)cc(OCC)c1OCC
(3) Cc1ccc(S(=O)(=O)N(C)c2ccc(C(=O)N3CCc4ccccc4C3)cc2)cc1
(4) Cc1nn(CC2CC2)c(=O)n1-c1ccccc1F
(5) O=C(O)CCN1C(=O)C2CCCCC2C1=O (stereo not given)
(6) COc1ccc(-n2c(C)nc3sc4c(c3c2=O)CCCC4)cc1

screen / no.	1	2	3	4	5	6
Gli-Sufu block	-6	3	9	-26	6	nt
SENP7 block	-9	8	-1	1	-3	-6
Jurkat NFkB inh	-2	1	8	-2	4	-4
697 NFkB inh	-6	23	7	5	12	8
Apaf-1 inh	3	5	19	-12	-2	-1
UBC13 inh	2	8	-3	19	0	-1
SENP8 block	-3	-4	4	0	7	1
HKDC1 inh	-4	2	1	-4	1	nt

(7) COc1ccc(-n2c(-c3ccccc3)c[n+]3c2CCC3)cc1
(8) Cc1ccc(C(=O)c2cc([N+](=O)[O-])ccc2N2CCCCC2)c(C)c1
(9) O=C(Nc1ccc(Cl)cc1)Nc1ccc(C(=O)N2CCOCC2)cc1
(10) COc1cccc(C(=O)OCC(=O)N2CCC(Cc3ccccc3)CC2)c1OC
(11) COc1cccc(CNCC(=O)Nc2ccc(N3CCOCC3)cc2)c1
(12) COc1cc(NS(=O)(=O)c2ccc(NC(=S)NC(=O)C3CCCC3)cc2)nc(OC)n1

screen / no.	7	8	9	10	11	12
Gli-Sufu block	72*	59*	-8	1	-4	18
SENP7 block	-7	6	11	-10	-1	5
Jurkat NFkB inh	48	66*	-17	-8	9	0
697 NFkB inh	18	-131	-26	-8	4	23
Apaf-1 inh	-7	14	5	12	-15	-16
UBC13 inh	5	-8	5	3	0	1
SENP8 block	-3	6	-3	-6	3	8
HKDC1 inh	-4	2	-6	0	4	-16

(13) CCOc1ccc(CN(CCO)CCO)cc1C(=O)OC
(14) Cc1cc(C(=O)COC(=O)/C=C/c2ccc(F)cc2)c(C)n1C
(15) CCCCn1c(=O)c(CC(C)=O)nc2ccccc21
(16) Cc1ccc(S(=O)(=O)CC(=O)N(C)C)cc1
(17) CSc1ccccc1C(=O)NCc1ccc(S(N)(=O)=O)cc1
(18) COc1cc(/C=C2\SC(=S)N(NS(=O)(=O)c3ccccc3)C2=O)ccc1O

screen / no.	13	14	15	16	17	18
Gli-Sufu block	2	-9	23	-2	-5	0
SENP7 block	6	-12	-5	-3	5	-8
Jurkat NFkB inh	5	5	-2	-6	12	-1
697 NFkB inh	19	18	-3	-2	10	2
Apaf-1 inh	-8	3	7	-17	4	10
UBC13 inh	6	8	-10	7	6	-94
SENP8 block	4	9	-15	1	5	-8
HKDC1 inh	-5	2	7	-5	-8	5

(19) CC(=O)c1cccc(NC(=O)CN(c2ccc(F)cc2)S(C)(=O)=O)c1
(20) Cc1ccc(C)c(/C(O)=C2\C(=O)C(=O)N(CCCn3ccnc3)C2c2ccncc2)c1 (stereo not given)
(21) COc1ccc(CC(=O)NNC(=O)CSc2ccc(C)cc2)cc1
(22) Cc1cccc(C(=O)Oc2cc(C)[nH]c(=O)c2[N+](=O)[O-])c1
(23) CC1CCC2(CC1)NC(=O)N(CC(=O)N1CCN(C(=O)c3cccs3)CC1)C2=O (stereo not given)
(24) COC(=O)c1cc2ccccc2c(=O)s1

screen / no.	19	20	21	22	23	24
Gli-Sufu block	17	11	12	0	-6	4
SENP7 block	10	4	5	-2	3	-5
Jurkat NFkB inh	-12	4	-3	11	-12	5
697 NFkB inh	29	8	4	6	2	3
Apaf-1 inh	-3	-2	-4	-10	1	0
UBC13 inh	13	-4	-8	-1	1	-4
SENP8 block	3	-6	-8	1	5	-17
HKDC1 inh	-2	5	-6	-5	-4	-1

(25) NS(=O)(=O)c1cccnc1Nc1cccc(Cl)c1Cl
(26) COC(=O)C1C(c2ccccc2)C(C(=O)O)C1c1ccccc1 (stereo not given)
(27) COc1cccc(CNCc2ccc(OC)c3ccccc23)c1OC
(28) C=CCc1cccc(/C=N/NC(=O)CNc2ccccc2)c1O
(29) O=C(CSc1nc(=O)n(CCCN2CCOCC2)c2c1CCCC2)Nc1ccccc1Cl
(30) O=C1CC(C(=O)NC2CCCCC2)C(c2ccccc2)O1 (stereo not given)

screen / no.	25	26	27	28	29	30
Gli-Sufu block	-1	4	40	-1	12	nt
SENP7 block	-2	-6	-10	10	-7	-2
Jurkat NFkB inh	5	-3	-16	-1	-19	0
697 NFkB inh	9	5	-35	11	1	11
Apaf-1 inh	0	-5	12	20	7	-1
UBC13 inh	8	6	2	2	-12	1
SENP8 block	-7	-2	-4	3	-6	3
HKDC1 inh	10	-11	-1	-5	0	3

(31) Cc1ccc2c(c1)N(C(=O)CCC(=O)N1CCOCC1)CCO2
(32) CCCOc1ccc(-c2cc(C(=O)NCC3CCCO3)c3ccccc3n2)cc1 (stereo not given)
(33) Cc1cc(C)c(NC(=O)CNC(=O)c2ccccc2OCc2c(C)noc2C)c(C)c1
(34) NC(=O)C1CCN(CCC(=O)Nc2ccc(Br)cc2)CC1
(35) Cc1cc(OCC(=O)N(Cc2cccs2)C2CCS(=O)(=O)C2)ccc1Cl (stereo not given)
(36) CC(C)n1nccc1N(Cc1ccc(C#N)cc1)S(=O)(=O)c1ccccc1

screen / no.	31	32	33	34	35	36
Gli-Sufu block	-15	-18	-6	-18	0	-10
SENP7 block	8	7	2	-1	-3	8
Jurkat NFkB inh	10	-16	3	14	-9	9
697 NFkB inh	15	-2	16	15	2	-1
Apaf-1 inh	-2	21	3	5	-8	2
UBC13 inh	2	14	4	2	0	-4
SENP8 block	4	-1	4	3	6	-3
HKDC1 inh	-3	-5	-7	-1	-1	-2

(37) Cn1c(=O)c2c(ncn2CCOc2ccc(F)cc2)n(C)c1=O
(38) O=C(C1=C[C@@H](c2csc3ccccc23)C[C@@H](OCc2ccc(CO)cc2)O1)N1CCN(Cc2ccc3c(c2)OCO3)CC1
(39) CC(=O)OCCCN(C)CC/C=C1/c2ccccc2CSc2ccccc21
(40) CCCCCCSc1cc(-c2nc3cc(C)ccn3c2NCCCC)ccc1OC
(41) CCN(CC(=O)NC(C)(C)C)Cc1cc(=O)n2c(-c3ccccc3)csc2n1
(42) Cc1ccc(C(=O)NCCCN2CCOCC2)c(Cl)c1

screen / no.	37	38	39	40	41	42
Gli-Sufu block	1	1	8	6	-10	-7
SENP7 block	-9	-5	3	3	2	-5
Jurkat NFkB inh	4	13	-14	13	12	-31
697 NFkB inh	-8	-23	5	8	-4	-2
Apaf-1 inh	9	24	9	23	12	-3
UBC13 inh	-3	-2	12	42	-3	-3
SENP8 block	-6	-13	1	2	2	2
HKDC1 inh	-7	3	1	2	0	-7

Nos. 34–39 of the list above:
(34) NC(=O)C1CCN(CCC(=O)Nc2ccc(Br)cc2)CC1
(35) Cc1cc(OCC(=O)N(Cc2cccs2)C2CCS(=O)(=O)C2)ccc1Cl (stereo not given)
(36) CC(C)n1nccc1N(Cc1ccc(C#N)cc1)S(=O)(=O)c1ccccc1
(37) Cn1c(=O)c2c(ncn2CCOc2ccc(F)cc2)n(C)c1=O
(38) O=C(C1=C[C@@H](c2csc3ccccc23)C[C@@H](OCc2ccc(CO)cc2)O1)N1CCN(Cc2ccc3c(c2)OCO3)CC1
(39) CC(=O)OCCCN(C)CC/C=C1/c2ccccc2CSc2ccccc21

screen / no.	34	35	36	37	38	39
Gli-Sufu block	-18	0	-10	1	1	8
SENP7 block	-1	-3	8	-9	-5	3
Jurkat NFkB inh	14	-9	9	4	13	-14
697 NFkB inh	15	2	-1	-8	-23	5
Apaf-1 inh	5	-8	2	9	24	9
UBC13 inh	2	0	-4	-3	-2	12
SENP8 block	3	6	-3	-6	-13	1
HKDC1 inh	-1	-1	-2	-7	3	1

Going on with the list:
(43) COCC(C)NC(=O)c1cc(-c2ccccc2OC)on1 (stereo not given)
(44) C=CCn1c(SCCCCCC)nc(O)cc1=O
(45) N#Cc1c(-c2ccccc2)nc(-c2ccncc2)[nH]c1=O
(46) Cc1ccccc1CC1(CO)CCCN(C(=O)c2ccccc2Cl)C1 (stereo not given)
(47) Cc1ccccc1OCc1nc2c3c(ncn2n1)-c1ccccc1CC31CCCC1
(48) Fc1cc(Br)cc(F)c1NC(=S)N1CCOCC1

screen / no.	43	44	45	46	47	48
Gli-Sufu block	-20	-1	-1	1	10	22
SENP7 block	4	7	-3	0	-1	-6
Jurkat NFkB inh	-14	-3	-2	-2	4	-5
697 NFkB inh	-21	-2	1	-10	-6	-6
Apaf-1 inh	-12	-12	-5	8	8	0
UBC13 inh	1	-13	-6	6	-4	1
SENP8 block	-1	0	-6	0	-10	1
HKDC1 inh	-6	6	18	-11	5	-4

(49) CCOC(=O)C1CSC2(CCC(c3ccccc3)CC2)N1 (stereo not given)
(50) CC(=O)O[C@@H]1[C@@H](OC(C)=O)[C@H](n2ccc3cc([N+](=O)[O-])ccc32)OC[C@@H]1OC(C)=O
(51) COc1ccc(OCC(=O)O/N=C(\N)Cc2ccc(Cl)cc2Cl)cc1
(52) Cc1nn(C(=O)CCC(=O)NCCc2ccccc2)c2ccccc12
(53) C[C@@]12C(=O)N(c3cccc(Cl)c3)C(=O)N1[C@@H]1c3ccccc3OC[C@@H]1[C@H]2c1ccccc1
(54) O=C(O)C(Cc1ccc(O)cc1)N1C(=O)c2c(Cl)c(Cl)c(Cl)c(Cl)c2C1=O (stereo not given)

screen / no.	49	50	51	52	53	54
Gli-Sufu block	13	-3	4	-3	1	8
SENP7 block	4	-2	3	0	2	0
Jurkat NFkB inh	-3	-4	0	-2	-2	10
697 NFkB inh	-1	-20	5	1	8	19
Apaf-1 inh	-14	10	7	1	16	-12
UBC13 inh	4	-13	4	9	3	1
SENP8 block	1	-3	5	-7	-6	-1
HKDC1 inh	-4	-2	-1	-2	3	10

(55) CCCOC1CCCN(Cc2nc(-c3ccc(C(=O)OC)cc3)no2)C1 (stereo not given)
(56) CN(C)/C=C(\C(=O)c1ccccc1)c1nnnn1-c1ccc(F)cc1
(57) O=C(CSc1nncn1-c1ccccc1)Nc1cc(F)ccc1F
(58) C#CCOCCOCCOCCNc1nc(N2CCOCC2)nc(N2CCN(C(=O)[C@H](CCCCN)n3cc([C@@H](N)CC(C)C)nn3)CC2)n1
(59) COc1ccc(/C=N/NC(=O)CNC(=O)c2ccc(S(=O)(=O)N3CCOCC3)cc2)c(OC)c1
(60) CCOc1cc(C(c2c(C)[nH][nH]c2=O)c2c(C)[nH][nH]c2=O)cc(Cl)c1O

screen / no.	55	56	57	58	59	60
Gli-Sufu block	0	7	5	-10	-2	11
SENP7 block	5	6	2	-6	6	-4
Jurkat NFkB inh	14	-3	7	7	2	-1
697 NFkB inh	11	4	-6	17	1	18
Apaf-1 inh	-20	-15	1	-1	4	7
UBC13 inh	12	?	0	6	-7	-84
SENP8 block	8	-7	8	5	9	-8
HKDC1 inh	-4	-3	-7	-3	-14	9
